High-throughput results as filed in PubChem BioAssay.
Pf growth 48h: P. falciparum growth inhibition at 48 hours (one generation). P. falciparum luciferase growth in erythrocytes, 48 h. Potency, µM (highest dose often 28.7 µM), inactives show at the top dose activity change, negative = inhibition, usual class: inhibitors. 310,000 tested, 5.9% active; further: potency means the concentration at half of the fitted maximal effect; on the % scale 0 is the no-effect control and ±100 the full control effect
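Luminescence readout; reporter = integrated firefly luciferase in P. falciparum. RBC culture at 2% hematocrit, 0.1% parasitemia final, 37 C/5% CO2; decreased signal taken as growth inhibition.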
LmPK inh: blocks Leishmania mexicana pyruvate kinase activity. Q27686. purified LmPK, Kinase-Glo ATP luminescence, 1 h. Potency, µM (series often up to 57.5 µM), for the others: top-dose activity change, negative = inhibition, actives largely listed as inhibitors. 290,000 tested, 0.37% active; further: potency means the concentration at half of the fitted maximal effect; on the % scale 0 is the no-effect control and ±100 the full control effect
Target sequence (Q27686 whole entry, looked up): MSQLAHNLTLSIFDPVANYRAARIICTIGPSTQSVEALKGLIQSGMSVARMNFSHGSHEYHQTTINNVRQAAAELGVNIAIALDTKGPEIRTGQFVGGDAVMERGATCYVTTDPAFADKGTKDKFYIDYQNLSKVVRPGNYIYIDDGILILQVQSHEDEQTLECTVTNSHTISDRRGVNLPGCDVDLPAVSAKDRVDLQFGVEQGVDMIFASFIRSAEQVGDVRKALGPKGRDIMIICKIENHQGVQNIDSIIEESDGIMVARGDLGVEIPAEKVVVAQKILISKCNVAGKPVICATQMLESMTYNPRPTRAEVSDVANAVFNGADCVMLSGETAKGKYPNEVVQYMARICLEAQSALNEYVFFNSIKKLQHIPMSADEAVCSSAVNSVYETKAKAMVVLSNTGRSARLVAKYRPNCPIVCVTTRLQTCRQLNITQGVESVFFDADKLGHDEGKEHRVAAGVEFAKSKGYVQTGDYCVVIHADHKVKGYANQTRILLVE
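Kinase-Glo luminescence read after 1 h RT reaction of 0.1 nM LmPK with 0.5 mM PEP and 0.1 mM ADP. Activity scaled between uninhibited and enzyme-free controls.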
CHX counter: affects cycloheximide protein synthesis inhibition readout, counter-screen; max response, %; 300,000 tested, 12% active; cell reporter, cycloheximide protein synthesis inhibition counterscreen; in the data active means max response mostly above about 13%, no sharp cut-off; inactive means mostly below about 14%; further: read at 38.3 µM for the half of the compounds with a filed dose; 0% is about no effect
Shiga inhibitor: Shiga toxin inhibition | Vero cells, Shiga toxin protein synthesis inhibition reporter | inhibition, % at 38.7 µM | 290,000 tested, 9.2% active | AID 2315; in the data active means inhibition mostly above about 28%, no sharp cut-off; inactive means mostly below about 43%; further: 0% is about no effect
TbPYK inhibitor: blocks Trypanosoma brucei pyruvate kinase | TbPYK enzyme, Kinase-Glo Plus ATP luminescence, 45 min | AID 624173 | 410,000 tested, 0.12% active | Potency, µM (top dose mostly 76.8 µM), for the others: at the top dose activity, negative = inhibition, most hits filed as inhibitors; further: potency means the concentration at half of the fitted maximal effect; on the % scale 0 is the no-effect control and ±100 the full control effect; nearly all actives have a fitted effect of over 50% in size
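Readout: single end-point luminescence (Kinase-Glo Plus, 10 min). Reaction conditions were TbPYK/substrate plus 130 uM ADP, 45 min at RT, pH 7.2 TEA buffer. No-enzyme wells served as controls, and data were normalized before concentration-response fitting.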
HCV inh: inhibitors of hepatitis C virus infection | Huh7.5.1 HCVcc-Cre infection, luciferase reporter, 44 h | Potency, µM (doses to about 41.8 µM), without a hit: at the top dose activity change, negative = inhibition, hits mostly inhibitors | 340,000 tested, 3.4% active; further: potency means the concentration at half of the fitted maximal effect; on the % scale 0 is the no-effect control and ±100 the full control effect
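Luciferase read-out (15 sec integration) after a 15 min room-temperature substrate step quantifies HCVcc-Cre infection. Cells, 1,000 per well, had compound added 4 h post-plating, then virus at ~0.5 moi, and were cultured 44 h.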
Pf growth 96h: P. falciparum growth inhibition at 96 hour, primary screen for plastid delayed-death inhibitors; P. falciparum luciferase reporter growth, 96 h; Potency, µM (titrated, usually from 28.7 µM), for the others: top-dose activity change, negative = inhibition, actives largely listed as inhibitors; 320,000 tested, 6.9% active; further: potency means the concentration at half of the fitted maximal effect; on the % scale 0 is the no-effect control and ±100 the full control effect
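Infected RBCs, 2% Hct / 0.05% parasitemia final; luciferase-reporter P. falciparum; cpd 96 h, 37 C, 5% CO2; luciferase detection reagent; luminescence.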
* marks the source's active call; other numbers are inactive results; ? = inconclusive; · = no result given; & = joins results of further samples; [ ] = dose if it differs, or a comment. Unless noted, the call rests on the fitted dose curve; in most records, active means well fitted curve in the direction sought with a large enough effect; inconclusive means small, poorly fitted or top-dose-only effect, or another doubt; inactive means no such curve, though single readings can be large; an effect the other way counts as inactive or inconclusive.

Below each SMILES – Pf growth 48h	LmPK inh	CHX counter	Shiga inhibitor	TbPYK inhibitor	HCV inh	Pf growth 96h
O=C(CNC(=O)c1cccs1)NCC(=O)OCc1ccc(Cl)cc1Cl
    13.5%	-3.3%	-8.5	-19.3	-5.7%	17.7%	?
CC(C)[C@H](NC(=O)NCc1ccc(Cl)cc1)C(=O)O
    21.0%	-1.2%	-1.9	0.7	9.9%	13.4%	?
CCC(C)(C)n1nnnc1C(c1cccs1)N1CCc2ccccc21 (stereo unspecified)
    9.28µM*	3.4%	-1.0	7.2	0.4%	-15.2%	7.6%[5.75 µM]
COc1cc(/C=C/C(=O)OCC(=O)Nc2c(C)n(C)n(-c3ccccc3)c2=O)cc(OC)c1OC
    ?	·	·	·	0.7%	8.0%	10.4µM*
CSc1cccc(N2CC(C(=O)Nc3ccccc3N3CCCC3)CC2=O)c1 (stereo unspecified)
    ?	·	·	·	-5.1%	?	12.4%
O=C(N/N=C/c1ccc([N+](=O)[O-])s1)c1ccccc1
    ?	-8.7%	20.1*	40.3	-1.5%	?	-3.0%
S=c1[nH]nc(-c2cccc(Cl)c2)n1CCN1CCCCC1
    12.5%	-0.3%	0.7	-6.9	-13.7%	15.8%	?
O=C(NCCCN1CCCC1=O)c1ccc(Cl)c(NS(=O)(=O)c2ccc(F)cc2)c1
    -3.0%	6.4%	-0.9	8.6	1.7%	9.3%	?
CCOC(=O)N/N=C(\C)c1ccccc1OC(F)F
    ?	4.6%	4.2	-9.4	2.6%	20.9%	9.28µM*
C/C(=N\NC(=O)c1ccncc1)c1cc2ccccc2oc1=O
    ?	-0.1%	-1.1	10.8	-1.8%	26.3%	-15.8%
COc1ccc(CN2C(=O)C(CC(C)C)Nc3ncnc(N4CCOCC4)c32)cc1 (stereo unspecified)
    ?	·	·	·	9.1%	20.5%	?
COc1ccc(CN2CCNC(=O)C2CC(=O)N(C)Cc2ccno2)c(F)c1 (stereo unspecified)
    14.5%	0.7%	-2.2	-10.4	-8.8%	23.8%	?
COc1ccc(CN2C(=O)c3ccc(C(=O)O)cc3C2=O)cc1
    ·	0.5%	-3.3	4.0	7.9%	4.0%	9.28µM*
CC(=O)NC(NC(=S)Nc1ccccc1Br)C(Cl)(Cl)Cl (stereo unspecified)
    0.0%	2.2%	-5.2	15.4	-5.3%	3.3%	28.1%
COc1ccc(/C=C/C(=O)Nc2ccccc2C(=O)N2CCCC2)cc1
    -10.5%	-6.8%	24.2	52.5*	·	14.0%	-3.5%
Cc1ccc(S(=O)(=O)NCCC(=O)NC2CC2)cc1
    3.8%	-0.4%	2.2	-6.3	0.2%	?	9.8%
COc1ccc(OC)c(NC(=O)Cc2coc3ccc4ccccc4c23)c1
    ?	-2.7%	-1.4	5.9	3.6%	?	·
CC(=O)NC1C(OCCOc2ccc(Cl)cc2Cl)OC(COC(C)=O)C(OC(C)=O)C1OC(C)=O (stereo unspecified)
    7.3%	-4.5%	-2.5	-4.3	-1.6%	-1.5%	36.2%[activator]
O=C(O)C1CCCN(S(=O)(=O)c2ccc(Br)s2)C1 (stereo unspecified)
    1.8%	0.3%	1.0	-7.4	0.6%	-0.9%	0.0%
Cc1ccc(N2C(=O)c3n[nH]c(C)c3C2c2ccccn2)cc1 (stereo unspecified)
    0.0%	1.8%	7.9	13.9	-0.8%	-1.8%	0.0%
COc1ccc(S(=O)(=O)Nc2ccc(O)c(Sc3nc4ccccc4s3)c2)cc1
    ?	2.7%	1.1	-14.7	-3.1%&-22.9%	-18.7%	0.0%
C=CC(C)Sc1nc2c(c(=O)n(C)c(=O)n2C)n1Cc1ccccc1Cl (stereo unspecified)
    ?	-3.0%	-0.8	-5.4	5.4%	1.1%	?
CCn1nc2cc(C(=O)NCC34CC5CC(CC(C5)C3)C4)ccc2c1OC
    11.7µM*	5.4%	5.2	-7.0	-1.3%	-22.0%	23.1%
CC(=O)COc1c(-c2ccco2)oc2ccccc2c1=O
    21.4%	-5.4%	-3.2	-7.6	-0.6%	-3.3%	?
COC(=O)c1ccc(COc2cccc(OC)c2)o1
    43.0%[activator]	1.0%	21.7*	57.6*	-9.0%	0.9%	·
COC(=O)[C@]1(C)N[C@H](c2ccc(-c3ccc(Cl)c(Cl)c3)cc2)[C@@H]2C(=O)N(C)C(=O)[C@@H]21
    ?	·	·	·	4.4%	-8.5%	?
COc1cccc(N(C(=O)c2ccco2)C(C(=O)NC2CCCC2)c2cccnc2)c1 (stereo unspecified)
    ?	-0.3%	1.9	12.8	-0.4%	11.8%	-11.6%
N#Cc1cccc(CS(=O)(=O)c2ccc(Cl)cc2)c1
    17.2%	-2.2%	1.7	-16.5	5.6%	4.2%	-28.7%
O=C(/C=C/c1cccc([N+](=O)[O-])c1)Nc1cccc(NC(=O)c2ccco2)c1
    -8.2%	2.6%	11.2	19.5	-2.9%	?	19.7%
COc1ccc(NC(=S)N2CCN(C(=O)c3ccco3)CC2)c(OC)c1
    1.2%	-4.8%	-1.9	-2.6	-22.5%	?	?

Copied from the list.
COc1ccc(/C=C/C(=O)Nc2ccccc2C(=O)N2CCCC2)cc1 in Pf growth 96h shows -3.5%
Cc1ccc(S(=O)(=O)NCCC(=O)NC2CC2)cc1 in TbPYK inhibitor shows 0.2%
CC(=O)COc1c(-c2ccco2)oc2ccccc2c1=O in HCV inh shows -3.3%

Going on with the list:
Below each SMILES – Pf growth 48h	LmPK inh	CHX counter	Shiga inhibitor	TbPYK inhibitor	HCV inh	Pf growth 96h
CC1=[N+](C)N(c2ccccc2)C(=O)C1N=C/C=C/c1ccccc1 (stereo unspecified)
    -1.8%	3.4%	7.1	10.7	0.4%	5.2%	0.0%
O=C(CNC(=O)C12CC3CC(CC(C3)C1)C2)OCc1ccc(F)cc1Cl
    0.6%	·	·	·	-2.2%	-0.6%	-12.1%
C/C(=N\NC(=O)Cc1ccc(Cl)cc1)c1ccccc1O
    ?	-9.5%	1.7	-8.2	-13.9%	?	-88.8%
O=C(NCc1ccccc1)C1=C[C@@H](C2CC2)C[C@@H](OCc2ccc(CO)cc2)O1
    ?	7.9%	-2.0	4.3	-6.6%	12.3%	?
COc1ccc(NC(=O)c2cc(-c3ccccc3Cl)on2)cc1OC
    70.7%[activator]	1.1%	0.5	33.3	1.5%	9.6%	?
C1=C(CCNc2ncnc3nc[nH]c23)CCCC1
    ?	-9.6%	36.7*	38.5*	-0.6%	10µM*	?
O=C(Nc1ccc(Cl)cn1)c1cnn2cccnc12
    138.2%[activator]	-6.8%	58.9*	85.1*	-4.3%	10.6%	?
CN1CC(C(=O)c2ccccc2)C(C(=O)c2ccccc2)C1 (stereo unspecified)
    60.4%[activator]	2.2%	54.7*	112.4*	-9.8%	-1.9%	11.3%
CCOC(=O)C1=C(N)OC2=C(C(=O)CC(C)(C)C2)C12C(=O)Nc1ccccc12 (stereo unspecified)
    36.5%[activator]	-3.4%	-2.6	-17.1	-2.1%	6.3%	?
COC(=O)Cn1c2c(c3cc(C)ccc31)CCCC2NC(C)c1ccccc1 (stereo unspecified)
    -14.0%	1.1%	1.1	-4.9	3.7%	8.5%	12.9%
CCNc1oc(-c2ccccc2F)nc1S(=O)(=O)c1ccccc1
    -3.2%	-0.2%	13.2	-12.3	-10.4%	4.2%	?
CC12CC(NC(=O)N1CCc1ccccc1)c1ccccc1O2 (stereo unspecified)
    -13.1%	2.7%	-7.5	-9.9	·	?	·
Clc1cccc(N2CCN(c3ncnc4nc[nH]c34)CC2)c1
    48.1%[activator]	-3.0%	0.8	1.5	-4.8%	-12.1%	20.4%
CCN1CCN(Cc2ccc(NC(=O)c3ccc(C)c(NC(=O)C(=O)c4c[nH]c5ccccc45)c3)cc2C(F)(F)F)CC1
    0.37µM*	1.4%&1.5%	-10.5&-14.1	-17.0&-18.5	8.3%&-2.2%&3.1%	?	0.415µM*
COCCN(CCOC)C(=S)Nc1cc(S(=O)(=O)N(C)C)ccc1C
    -8.0%	-2.3%	-1.8	-4.9	1.6%	-0.5%	-0.1%
COc1ccc(NC(=S)N2CCC(Cc3ccccc3)CC2)cc1
    -14.7%	-1.7%	12.6	-3.0	-4.1%	-4.6%	0.0%
Cc1nc2ccc(NC(=O)c3ccc(C)c(S(=O)(=O)N4CCOCC4)c3)cc2s1
    ?	·	·	·	-7.6%	10µM*	?
O=Cc1nc(-c2ccc(Cl)cc2)n2ccccc12
    32.1%[activator]	-0.6%	8.9	-3.1	3.6%	1.4%	36.5%[activator]
CCN(C(=O)CN1C(=O)S/C(=C\c2ccccc2OC)C1=O)C1CCS(=O)(=O)C1 (stereo unspecified)
    ?	0.7%	-2.1	9.4	1.6%	-8.7%	?
O=C(CCn1ccc2ccccc21)Nc1ccc(N2CCOCC2)cc1
    13.1µM*	-0.2%	2.3	-13.2	-3.0%	-7.5%	?
Cc1ccc(SCc2nc3ccccc3n2CC(=O)Nc2c(C)cccc2C)cc1
    ?	2.9%	-1.5	-1.3	-17.4%	-11.0%	?
CSc1nc2ccc3nc(NC(=O)c4cccs4)sc3c2s1
    -15.7%	5.2%	43.5*	51.4*	-3.0%	-13.2%	?
COCCN(Cc1nc2ccccc2c(=O)[nH]1)C(=O)COc1ccccc1-c1ccccc1
    ?	·	·	·	3.7%	-15.1%	?
COC(=O)c1ccccc1N/C=C1\CCc2c(c(C)nn2-c2ccccn2)C1=O
    -2.1%	7.4%	-3.0	-7.4	-25.2%	-1.0%	26.8%
C=CCn1c(SCC(=O)c2c(N)n(C3CC3)c(=O)[nH]c2=O)nnc1-c1ccc(OC)cc1
    ?	·	·	·	-3.3%	?	?
COc1cc(OC)c(OC)cc1/C=N/Nc1ncnc2c1[nH]c1ccc(C)cc12
    ?	0.0%	-3.2	-4.0	1.0%	48.4%[activator]	?
CCCOc1ccccc1C1CC(=O)NC(C)=C1C(=O)OCC(C)C (stereo unspecified)
    ?	2.5%	-2.3	-11.7	-1.4%	-14.8%	30.6%[activator]
COC(=O)C1=C(C)Nc2ncnn2C1c1ccco1 (stereo unspecified)
    4.6%	-8.9%	-1.6	-3.2	2.4%	-1.2%	-13.5%
O=C1c2ccncc2C(=O)N1C1CCCCC1
    -1.5%	-2.9%	-2.0	-11.5	-0.2%	5.4%	?
O=C(Nc1nc2ccccc2s1)c1cnccn1
    ·	10µM*	31.5*	53.2*	-16.3%	-11.9%	283.9%[activator]
CCOc1ccc(C(=O)NCC(=O)N2CC=C(c3ccccc3)CC2)cc1OCC
    ?	·	·	·	-17.4%	?	?
COc1cc(NC(=O)c2cc(-c3cccc(O)c3)on2)cc(OC)c1OC
    ·	-0.2%	-0.4	-10.7	-0.3%	11.2µM*	30.8%[activator]
COc1ccc(CCC(=O)Nc2cc([N+](=O)[O-])ccc2OC)cc1
    -2.1%	2.2%	-1.4	15.2	-1.2%	?	?

Arranged by heavy-atom count (ascending): some entries from above.
Below each SMILES – Pf growth 48h	LmPK inh	CHX counter	Shiga inhibitor	TbPYK inhibitor	HCV inh	Pf growth 96h
C1=C(CCNc2ncnc3nc[nH]c23)CCCC1
    ?	-9.6%	36.7*	38.5*	-0.6%	10µM*	?
COc1ccc(NC(=O)c2cc(-c3ccccc3Cl)on2)cc1OC
    70.7%[activator]	1.1%	0.5	33.3	1.5%	9.6%	?
Cc1ccc(SCc2nc3ccccc3n2CC(=O)Nc2c(C)cccc2C)cc1
    ?	2.9%	-1.5	-1.3	-17.4%	-11.0%	?
